# Compound activity (PubChem BioAssay)
# AMA1-RON2 inh = disrupts binding of P. falciparum AMA1 to RON2; AlphaScreen AMA1-biotinylated RON2 peptide binding; Potency, µM (doses to about 58.2 µM), for inactives: at the top dose activity change, negative = inhibition, actives largely listed as inhibitors; hit rate 0.2% among 360,000; AID 720542;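 further: 0% = vehicle wells and -100% = peptide control; nearly all actives have a fitted effect of over 45% in size; some results filed as inactive show a strong effect at the top dose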
#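 AMA1 (3D7) with his tag at 25 nM final met compounds first, then biotinylated RON2 peptide at 25 nM; detection used donor plus acceptor beads, 10 µg/mL apiece, read by AlphaScreen after 30 min at room temperature.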
# Tb PYK inh = inhibitors of Trypanosoma brucei pyruvate kinase; Q57TT1; hit rate 0.12% among 410,000; Potency, µM (series often up to 76.8 µM), without a hit: at the top dose activity, negative = inhibition, usual class: inhibitors; TbPYK enzyme, Kinase-Glo Plus ATP luminescence, 45 min; further: nearly all actives have a fitted effect of over 50% in size
#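 Quantitative HTS: titrated library compounds versus trypanosomal pyruvate kinase in TEA buffer (pH 7.2) containing KCl, MgCl2, BSA and Tween-20. Reactions were initiated with ADP, 130 uM final. Kinase-Glo Plus luminescence was read after 45 min at RT.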
# Active calls of the source: *; ? = inconclusive; [ ] = dose if it differs, or a comment. The call rests on the fitted dose curve; in most records, active means well fitted curve in the direction sought with a large enough effect; inconclusive means small, poorly fitted or top-dose-only effect, or another doubt; inactive means no such curve, though single readings can be large; an effect the other way counts as inactive or inconclusive. Unless noted, on the % scale 0 is the no-effect control and ±100 the full control effect; potency means the concentration at half of the fitted maximal effect. Only part of the results is shown; count on the stated rates, not on these rows.
# Every second line gives: Tb PYK inh	AMA1-RON2 inh
- CC(C)CC1C(=O)N(Cc2cn(CCC3OCCCO3)nn2)CCS(=O)(=O)N1Cc1ccc(-c2ccc(Cl)nc2)cc1 (stereo not given)
    -3%	-8%
- Cc1ccc(C(=O)N2CCCC2(C)C(=O)NCC(C)C)cc1F (stereo not given)
    1%	-7%
- Cc1onc(-c2ccccc2)c1C(=O)OCC(=O)c1ccc(F)cc1
    -4%	104%[activator]
- N[C@@H](CCl)C(=O)O
    -3%	12%
- C[C@H](CO)N1C[C@H](C)[C@@H](CN(C)C(=O)CC2CC2)Oc2cc(Br)ccc2S1(=O)=O
    -5%	16%
- COC1=CC(=O)C(OC)=C(OC)C1=O
    3%	0%
- COc1ccc(S(=O)(=O)NCc2cccnc2)c(Cl)c1Cl
    -8%	-5%
- CN(Cc1ccc(Cl)c(Cl)c1)C(=O)c1[nH]c(C(F)(F)F)nc1-c1ccccc1
    4%	-9%
- Fc1ccccc1-c1nc(-c2ccc(Cl)cc2)no1
    -1%	0%
- CCNc1nc(NCC)n2c(SCC(=O)Nc3ccc(C)cc3Br)nnc2n1
    -2%	-7%
- Cn1ccc2c(-c3ccc(C(F)(F)F)cc3)cc3c(c21)C1CCC3O1 (stereo not given)
    0%	9%
- CC[C@]12c3[nH]c4cc(-c5ccco5)ccc4c3CCN1C(=O)[C@@H](CC(=O)NCCC1=CCCCC1)C[C@@H]2C(=O)N1CCN(C(=O)c2ccco2)CC1
    -12%	0%
- COc1ccc(C(=O)NCc2csc(C)n2)cc1OC1CCN(C(C)=O)CC1
    -7%	-1%
- CCOc1ncccc1C(=O)OCC(=O)NCCCc1ccccc1
    0%	-13%
- O=C(NN=Cc1ccccc1O)NN=Cc1ccccc1O
    4%	17%
- CN(C)CCN[C@H]1CCC2C3CC=C4C[C@@H](O)CC[C@]4(C)C3CC[C@@]21C (stereo not given in full)
    2%	-3%
- C[C@H]1CN([C@@H](C)CO)C(=O)CCCn2nncc2CO[C@@H]1CN(C)S(=O)(=O)c1ccc(Oc2ccccc2)nc1
    2%	-3%
- O=C(Cc1cccc([N+](=O)[O-])c1)Nc1ccc(C(=O)N2CCOCC2)cc1
    -4%	-1%
- CCOc1cc(/C=N/NC(=O)c2cc(-c3cccc(OC)c3)nc3ccccc23)ccc1O
    1%	45%[activator]
- COc1ccc(C(CNC(=O)c2cccc(S(=O)(=O)N3CCOCC3)c2)N2CCOCC2)cc1 (stereo not given)
    4%	-1%
- O=C1NC[C@@H](CCCCN2C[C@H](Cc3ccccc3)N(CCc3ccc(O)cc3)C(=O)C2=O)N(CCc2ccccc2)C1=O
    4%	-6%
- CCN(C(=O)CSc1nnc(NCCOC)s1)c1c(N)n(Cc2ccccc2)c(=O)[nH]c1=O
    2%	4%
- OC1(C#Cc2c(-c3ccsc3)oc3ccc(N4CCOCC4)cc23)CCCCC1
    -7%	-6%
- C[C@H](CO)N1C[C@H](C)[C@@H](CN(C)C(=O)Nc2ccc3c(c2)OCO3)Oc2c(NC(=O)Nc3ccc4c(c3)OCO4)cccc2C1=O
    -5%	-12%
- COC1=C(OC)[C@]23CCc4ccc(OC)c(OC)c4[C@]2(CCN3C)CC1=O
    6%	9%
- O=C(Nc1c2c(nn1-c1ccccc1)CS(=O)(=O)C2)C1CC1
    -7%	-2%
- Cc1ccn2c(=O)c(NC(=O)c3ccc4c(c3)OCO4)c(C)nc2c1
    -6%	0%
- CC(C)NC(=O)N(C)C[C@H]1Oc2c(NC(=O)Nc3ccc(C(F)(F)F)cc3)cccc2C(=O)N([C@H](C)CO)C[C@@H]1C
    -3%	-3%
- CCCNC(=O)C1(C)CCCN(Cc2csc3ccccc23)C1 (stereo not given)
    0%	6%
- C=CC[C@H](CC(=O)N(CCO)Cc1ccccc1)C(=O)N[C@H](COC(=O)[C@@H](CC=C)Cc1ccc(F)cc1)Cc1ccccc1
    -7%	-4%
- Nc1nc(N)c(-c2cccc(C(F)(F)F)c2)c(Cc2cccc(C(F)(F)F)c2)n1
    3%	-9%
- CCN(CC)Cc1c(C)[nH]c2ccc(NC(C)=O)cc2c1=O
    1%	7%
- C[C@H](CO)N1C[C@H](C)[C@@H](CN(C)S(C)(=O)=O)Oc2ccc(NC(=O)C3CCCCC3)cc2C1=O
    0%	22%
- COc1cc(Cl)c(C)cc1NC(=O)CN(C)C1CCS(=O)(=O)C1 (stereo not given)
    6%	12%
- COc1ccc(CCN(C)CCc2ccc(OC)c(OC)c2)cc1OC
    0%	18%
- COC(=O)[C@]1(CC(C)C)N[C@H](c2ccc(-c3ccc(C(C)=O)cc3)cc2)[C@@H]2C(=O)N(C)C(=O)[C@@H]21
    -10%	-7%
- CC(NC(=O)C1=CC=CN2CCS(=O)(=O)N=C12)c1ccc(Cl)c(Cl)c1 (stereo not given)
    1%	-5%
- CSc1ccc(CNC(=O)C2CCC(=O)N(CCc3ccc(Cl)cc3)C2)cc1 (stereo not given)
    1%	-3%
- CCCCCN(C(=O)CCC(=O)OCC(=O)NCCc1ccccc1)c1c(N)n(CCCC)c(=O)[nH]c1=O
    -12%	6%
- C/C(=N\OC(=O)c1ccc(F)cc1)c1sc(-c2ccc(Cl)cc2)nc1C
    -8%	-11%
- C[C@@H]1CN([C@H](C)CO)C(=O)c2cc(NC(=O)c3ccncc3)ccc2O[C@@H]1CN(C)C(=O)Nc1ccccc1
    -6%	10%
- CN(CCO)c1ccc2c(c1)OC[C@H](Cc1ccccc1)NS2(=O)=O
    -2%	5%
- O=c1cc(-c2nn[nH]n2)[nH]c(=O)[nH]1
    2%	62%[activator]
- COC(=O)C1=C(C(=O)OC)[C@]2([C@@H]3CCCCN[C@@H](Cc4ccccc4)C(=O)N3Cc3ccccc3)C=C[C@H]1O2
    1%	-8%
- Cc1ccc(Cl)cc1-c1cc(C(=O)NCc2ccc(C(F)(F)F)cc2)[nH]n1
    4%	10%
- COc1ccc(S(=O)(=O)N(C)C[C@H]2Oc3ccc(NC(=O)c4ccncc4)cc3C(=O)N([C@H](C)CO)C[C@@H]2C)cc1
    3%	0%
- CCn1c(C)nc2cc(C(=O)NNC(=O)CN(C)S(=O)(=O)c3ccc(NC(C)=O)cc3)ccc21
    0%	12%
- CN(C)S(=O)(=O)c1ccc(Cl)c(NC(=O)COC(=O)CCC2CCCCC2)c1
    5%	-8%
- CC1CC(=Cc2ccc(N)cc2)C(=O)O1 (stereo not given)
    8%	-6%
- CCN(CC)c1ccc(NC(=O)CCCCC(=O)Nc2ccc(N(CC)CC)cc2)cc1
    -21%	-4%
- Cc1ccc2n1Cc1cnnn1-c1ccccc1-2
    -7%	-12%
- COc1ccc(NC(=O)C2Cc3c(-c4ccco4)ccnc3O2)cc1OC (stereo not given)
    -4%	-7%
- CC(C)(C)c1cc2nc(NCCOc3ccccc3)ccn2n1
    -13%	21%
- CCCN(C)C1CN(Cc2cn(Cc3ccc(Cl)cc3)nn2)S(=O)(=O)C1 (stereo not given)
    3%	1%
- CCSc1nc2c(c(=O)n(C)c(=O)n2C)n1Cc1ccc(Cl)cc1
    -2%	-7%
- CCN(CC)C(=O)C1=C(C)N(CCCOC)C(=O)C(CC(=O)NCc2cccc3ccccc23)C1 (stereo not given)
    3%	-4%
- O=C1C2C3C=CC(CC3)C2S(=O)(=O)C2C3C=CC(CC3)C12 (stereo not given)
    -4%	-2%
- Cc1ccc(-c2cnc3c(c2)C(=O)N([C@H](C)CO)C[C@@H](C)[C@@H](CN(C)C(=O)Cc2ccccc2)O3)cc1
    -23%	6%
- Cc1cc(C([O-])=C(C(=S)Nc2ccc(F)cc2)[n+]2ccccc2)c(C)n1-c1ccc(F)cc1
    -11%	-7%
- O=C(Nc1c(-c2ccc3c(c2)OCO3)[nH][nH]c1=O)c1cccc(C(F)(F)F)c1
    -1%	11%

# Continuation.
# Every second line gives: Tb PYK inh	AMA1-RON2 inh
- CCOc1ccc(OCC(=O)N2CCN(S(=O)(=O)c3ccccc3)CC2)cc1
    -10%	0%
- COCCCN1C(=O)C(CC(=O)NCC2CCCCC2)CC(C(=O)N2CCOCC2)=C1C (stereo not given)
    -9%	-8%
- CC(C)(C)n1nnnc1C(c1ccccc1)N1CCCN(Cc2ccc(F)cc2)CC1 (stereo not given)
    -1%	-6%
- CCOc1ccc(N=Cc2ccc(N(C)C)cc2)c(O)c1
    -18%	?
- CC1OC(C(C)(C)C)Cc2[nH][nH]c(=O)c21 (stereo not given)
    -2%	3%
- O=[N+]([O-])c1cc2c(cc1Br)-c1ccccc1C2
    -7%	-29%
- Cc1ccccc1-c1csc(C(O)(c2ccccc2)C(F)(F)F)n1 (stereo not given)
    6%	1%
- COc1ccc(-c2noc3c2-c2nc(-c4ccccc4Cl)sc2CC3)cc1
    -3%	-3%
- CCCCn1nc(C(=O)N(C)CC(=O)Nc2ccc(F)c(F)c2F)ccc1=O
    3%	4%[11.6 µM]
- COCOc1ccc(C2CC(=O)c3c(OCOC)cc(OCOC)cc3O2)cc1 (stereo not given)
    2%	-6%
- O=c1cc(C=NNc2ccc([N+](=O)[O-])cc2)[nH]c(=O)[nH]1
    -1%	20%
- COc1ccc(C2=CN(Cc3ccccc3)C(c3ccccc3)CC2=O)cc1 (stereo not given)
    -1%	-20%
- O=C(NCc1cccc(Br)c1)c1cc(-c2ccccc2)nn1CC1CC(c2cccc([N+](=O)[O-])c2)=NO1 (stereo not given)
    3%	6%
- COc1ccc(CCNC(=O)COC(=O)c2cncc(Br)c2)cc1OC
    0%	-4%
- O=C1/C(=C/c2ccccn2)SC(=S)N1Nc1ncc(C(F)(F)F)cc1Cl
    ?	16%
- CC(=O)Oc1ccc(-c2csc(Nc3ccccn3)n2)cc1
    -13%	3%
- O=C(NN=Cc1ccccc1OC(F)F)c1cccc(S(=O)(=O)N2CCCC2)c1
    -5%	-12%
- Cc1noc(C)c1NC(=O)Nc1ccc2c(c1)C(=O)N([C@H](C)CO)C[C@H](C)[C@@H](CN(C)S(=O)(=O)c1cccs1)O2
    4%	-2%
- Cc1ccc(NC(=O)c2ncn(CCCN(CCCn3cnc(C(=O)Nc4ccc(C)c(C)c4)n3)Cc3ccc4[nH]ccc4c3)n2)cc1C
    2%	-13%
- CC(C)(C)c1ccc(/C=C(\c2nc3ccccc3[nH]2)S(=O)(=O)c2ccccc2)cc1
    7%	-7%
- CCCCOc1ccc(C(=O)NCCN2CCC(n3c(=O)[nH]c4ccccc43)CC2)cc1
    -13%	-2%
- CCCCn1nnnc1C(c1ccc(OC)cc1)N1CCN(C/C=C/c2ccccc2)CC1 (stereo not given)
    5%	-20%
- Fc1ccc(-c2nc3ccc(Br)cn3c2Cc2ccccc2C(F)(F)F)cc1
    4%	0%
- CC1=C(C(=O)N(C(C)C)C(C)C)CC(CC(=O)NCCN2CCOCC2)C(=O)N1CCC1=CCCCC1 (stereo not given)
    0%	2%
- CC(=O)NCCNC(=O)C1Cc2c(-c3ccccc3)ccnc2O1 (stereo not given)
    2%	5%
- CC(=NNC(N)=S)c1ccc2cc3c(cc2c1)OCO3
    -14%	118%[activator]
- O=S1(=O)c2c(F)cccc2OC(COCc2ccccc2)CN1C1CCCC1 (stereo not given)
    3%	6%
- COc1ccccc1S(=O)(=O)N(C)C[C@@H]1Oc2cc(C#CCC(C)C)ccc2S(=O)(=O)N([C@H](C)CO)C[C@@H]1C
    0%	-10%
- CCCS(=O)(=O)NC(=O)C1(C)CCCN(C(=O)c2ccco2)C1 (stereo not given)
    1%	-5%
- C[C@@H](NC(=O)[C@@H]1CCCN1C(=O)[C@@H]1CCCN1C(=O)c1cccs1)c1ccccc1
    2%	-5%

# Filtered by structure: the entries above containing an aryl thioether with sulfur outside any ring.
# Every second line gives: Tb PYK inh	AMA1-RON2 inh
- CCNc1nc(NCC)n2c(SCC(=O)Nc3ccc(C)cc3Br)nnc2n1
    -2%	-7%
- CCN(C(=O)CSc1nnc(NCCOC)s1)c1c(N)n(Cc2ccccc2)c(=O)[nH]c1=O
    2%	4%
- CSc1ccc(CNC(=O)C2CCC(=O)N(CCc3ccc(Cl)cc3)C2)cc1 (stereo not given)
    1%	-3%
- CCSc1nc2c(c(=O)n(C)c(=O)n2C)n1Cc1ccc(Cl)cc1
    -2%	-7%

# (cont.)
# Every second line gives: Tb PYK inh	AMA1-RON2 inh
- CC1(C)CC[C@]2(C(=O)O[C@@H]3O[C@H](CO)[C@@H](O)[C@H](O)[C@H]3O)CC[C@]3(C)C(=CCC4[C@@]5(C)CC[C@H](O[C@@H]6O[C@H](C(=O)O)[C@@H](O[C@H]7OC[C@@H](O)[C@@H](O)[C@@H]7O)[C@H](O)[C@H]6O)C(C)(C)C5CC[C@]43C)[C@@H]2C1 (stereo not given in full)
    4%	-1%
- CC(C)(C)[C@H]1COC(=O)[C@@H](Cc2ccc(F)cc2)CC/C=C/C[C@@H](CC(=O)N[C@@H](CO)Cc2ccccc2)C(=O)N1
    -12%	-5%
- COc1ccc(CNC(=O)C2(CC3CC(c4ccccc4)=NO3)CCN(C(=O)C3(C)CC3)CC2)cc1 (stereo not given)
    3%	6%
- COc1ccc(-n2nnnc2C(CCc2ccccc2)N2CCC(n3c(=O)[nH]c4ccccc43)CC2)cc1 (stereo not given)
    -8%	-12%
